Screens as filed in PubChem BioAssay.
TbMetRS inhib = Trypanosoma brucei MetRS inhibition | purified T. brucei MetRS, ATP depletion, Kinase-Glo luminescence | inhibition, % at 11.9 µM | hit rate 0.4% among 360,000 | AID 624268;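 active means inhibition above a per-plate cutoff of the control wells' mean inhibition plus 3 SD, cut at about 5.5% in these data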;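 further: 0% = DMSO wells median and 100% = median of wells with control inhibitor compound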
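Assay system: T. brucei methionyl-tRNA synthetase, purified | Medium: HEPES buffer with MgCl2, KCl, DTT, spermine, BSA, pyrophosphatase | Compound: 11.9 µM single point | Incubation: 15 min enzyme-compound preincubation, 2 h reaction, 10 min detection, 25 °C | Measured by: Kinase-Glo luciferase luminescence reporting remaining unconsumed ATP | Measure: % inhibition normalized to control-well medians | Replication: Singlicate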
bovine MsrA act = activators of bovine methionine sulfoxide reductase A | purified bovine MsrA, absorbance read-out | activation, % at 10.6 µM | hit rate 0.3% among 360,000 | AID 602163; in the data active means activation above about 7.5%;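 further: 0% = vehicle and 100% = reference activator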
MsrA inh = inhibits bovine methionine sulfoxide reductase A; purified bovine MsrA, absorbance read-out; inhibition, % at 15.5 µM; hit rate 0.75% among 360,000; in the data active means inhibition above about 4.5%;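 further: 0% = vehicle wells with enzyme and 100% = reference inhibitor wells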
STEP block = STEP (human) phosphatase inhibition. hit rate 0.25% among 360,000. inhibition, % at 20 µM. recombinant STEP, OMFP fluorogenic substrate, fluorescence;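 active means inhibition at 20 µM, scaled per plate between control wells, above about 37%, limit read from the data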;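 further: 0% = DMSO with enzyme and substrate and 100% = substrate only without enzyme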
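medium = Bis-Tris buffer pH 6.0, 2.5 mM DTT, 0.005% Tween 20 | test system = STEP (striatal-enriched tyrosine phosphatase) enzyme, cell-free | measure = normalized % inhibition | compound dosing = 20 µM, 1% DMSO | also added = 25 µM OMFP | schedule = reaction 20 min, ambient temperature | measured by = fluorescence read at 480 nm ex / 540 nm em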
Scp1 inh = blocks human Scp-1 phosphatase activity | Q9GZU7 | Recombinant Scp1, phosphopeptide, malachite green phosphate absorbance | inhibition, % at 20 µM | hit rate 0.88% among 340,000 | AID 493091;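 active means inhibition above about 50% at 20 µM, limit read from the data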;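 further: plate controls were DMSO wells with enzyme for no effect and wells lacking enzyme for full effect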
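Times: enzyme reaction 45 min at room temperature, colour 5 min, stabilisation 30 min. Material: SCP-1 catalytic fragment, aa 76-261. Medium: Acidic Tris acetate buffer with magnesium and detergent. Signal: colorimetric free-phosphate detection, absorbance 630 nm. Read-out basis: % inhibition of SCP-1 phosphate liberation. Reagent: Phosphorylated 17-residue peptide substrate.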
SUMO1-SIM PPI = alters human SUMO1 binding to SIM partners. inhibition, % at 20 µM. SUMO1 binding to a labelled peptide, TR-FRET, 1 h. hit rate 0.33% among 360,000; in the data active means inhibition above about 37%
eLon inh = E. coli protease La inhibition; P0A9M0; purified E. coli Lon protease, fluorescence polarization; inhibition, % at 7.94 µM; hit rate 0.42% among 360,000; in the data active means inhibition above about 13%, passing the limit was not always enough;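 further: 0% = enzyme with probe and DMSO and 100% = no enzyme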
LMPTP inh = LMPTP (human) inhibition; recombinant LMPTP-A, OMFP fluorogenic substrate, fluorescence intensity; inhibition, % at 20 µM; hit rate 0.22% among 360,000; AID 651560;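 active means compounds that cut the enzyme signal by at least half of the control window in the single-dose screen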;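 further: plate controls were DMSO wells with enzyme plus substrate for no effect and substrate without enzyme for full effect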
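Test system – LMPTP-A enzyme · Amount – LMPTP-A at 0.625 nM final in the reaction · Buffer or medium – Bis-Tris pH 6.0, DTT, detergent · Reagent – OMFP 400 µM · Doses – single 20 µM dose · Schedule – reaction 50 min, room temperature, dark · Detection – fluorescence intensity of OMFP turnover product · Evaluation – percent inhibition versus substrate-only and uninhibited controls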
CendR NRP1 mod = NRP-1/CendR interaction modulation; inhibition, % at 25 µM; FAM-RPARPAR peptide binding to NRP-1, fluorescence polarization; O14786; AID 602438; hit rate 0.85% among 360,000;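 active means inhibition or corrected inhibition above about 18%, plus a signal ratio from 0.5 to 1.5, limit read from the data, passing the limit was not always enough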; further: strong numbers were not always called active
DNMT1 inh = inhibitors of human DNMT1. P26358. DNMT1 molecular beacon, Hinp1I cleavage, fluorescence. inhibition (reported as % activation of signal), % at 10 µM. hit rate 0.83% among 360,000; in the data active means inhibition above about 50%
Target sequence (P26358 504-1616 limits assumed): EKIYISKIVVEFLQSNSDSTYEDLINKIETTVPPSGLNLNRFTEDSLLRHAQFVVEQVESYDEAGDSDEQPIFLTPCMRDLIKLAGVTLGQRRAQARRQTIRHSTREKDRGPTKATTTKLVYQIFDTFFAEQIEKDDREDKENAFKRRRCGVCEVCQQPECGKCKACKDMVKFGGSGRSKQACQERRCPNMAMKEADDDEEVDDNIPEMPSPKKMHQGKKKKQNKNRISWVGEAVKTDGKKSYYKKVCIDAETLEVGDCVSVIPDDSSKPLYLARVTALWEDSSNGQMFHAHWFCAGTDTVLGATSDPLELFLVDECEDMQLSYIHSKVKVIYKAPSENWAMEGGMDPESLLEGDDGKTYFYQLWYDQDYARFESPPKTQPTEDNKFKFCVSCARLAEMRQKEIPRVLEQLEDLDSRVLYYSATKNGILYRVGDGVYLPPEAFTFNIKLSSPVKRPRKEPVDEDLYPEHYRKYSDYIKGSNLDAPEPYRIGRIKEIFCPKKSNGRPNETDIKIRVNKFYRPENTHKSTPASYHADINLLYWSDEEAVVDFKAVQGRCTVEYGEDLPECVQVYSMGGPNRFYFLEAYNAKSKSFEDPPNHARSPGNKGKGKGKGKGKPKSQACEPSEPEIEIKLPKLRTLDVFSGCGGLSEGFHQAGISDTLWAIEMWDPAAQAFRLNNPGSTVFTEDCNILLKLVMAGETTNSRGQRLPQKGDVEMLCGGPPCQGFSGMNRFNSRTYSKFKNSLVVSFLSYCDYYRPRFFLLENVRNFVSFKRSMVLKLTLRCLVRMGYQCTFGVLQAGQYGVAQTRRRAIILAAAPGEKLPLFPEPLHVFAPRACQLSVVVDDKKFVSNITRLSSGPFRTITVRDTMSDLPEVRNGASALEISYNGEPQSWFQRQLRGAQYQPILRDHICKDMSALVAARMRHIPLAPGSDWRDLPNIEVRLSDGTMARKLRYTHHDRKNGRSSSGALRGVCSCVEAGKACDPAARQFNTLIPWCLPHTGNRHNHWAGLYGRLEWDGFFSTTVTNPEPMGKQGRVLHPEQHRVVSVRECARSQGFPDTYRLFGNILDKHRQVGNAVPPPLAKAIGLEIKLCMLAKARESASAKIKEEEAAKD
An asterisk follows results filed as active; · = no result given. Hits appear at their usual frequency; 4.3% or so of the library scored in one or more.

no.	SMILES	TbMetRS inhib	bovine MsrA act	MsrA inh	STEP block	Scp1 inh	SUMO1-SIM PPI	eLon inh	LMPTP inh	CendR NRP1 mod	DNMT1 inh
1	CCOC(CNC(=O)Cn1nc(C)c2ccccc21)OCC	-0.6	-3	0.8	-2	-5	-6	-1	0.5	17	1
2	COc1ccc(NC(=O)N2CCN(c3nc4ccccc4n3C(C)C)CC2)cc1	0.5	-3	0.3	2	3	8	-3	0.6	-8	0
3	Cc1onc(-c2ccccc2Cl)c1C(=O)NCc1ccc2c(c1)cc(C)n2C	-0.5	-2	-0.2	2	-5	-33	36*	40	16	14
4	Cc1ccc(C)c(CC(=O)N2CCCCC2c2cc(C(=O)Nc3ccc(F)c(Cl)c3)no2)c1 (stereo not drawn)	-0.2	-4	1.7	5	·	1	-3	2.1	4	-6
5	CCS(=O)(=O)c1nc(S(=O)(=O)c2ccc(C)cc2)c(NCCCN(C)C)s1	0.2	5	0.1	0	-9	1	-2	-1.7	-2	2
6	Cn1c(=O)oc2cc(S(=O)(=O)Nc3cccc(F)c3)ccc21	1.9	-4	-0.5	0	-12	2	5	0.0	-7	-3
7	CCN(CC)CCCNCC(=O)Nc1ccc2c(c1)CCC2	-0.8	-3	-2.1	1	-11	0	3	-1.2	7	-1
8	O=S1(=O)CC(N2CCN(CCO)CC2)CN1Cc1cn(Cc2ccc(F)cc2)nn1 (stereo not drawn)	-0.5	-2	0.6	·	·	0	2	-4.9	5	·
9	CC(C)OC(=O)Cn1c(=O)oc2ccccc21	-1.0	-7	·	0	0	0	0	-2.0	2	3
10	CC(C)(c1ccc(O)c([N+](=O)[O-])c1)c1ccc(O)c([N+](=O)[O-])c1	0.3	-1	0.0	1	-7	-20	2	-118	6	1
11	CC(C)CNC(=S)N1CCC(C(=O)c2ccc3c(c2)OCCO3)CC1	-1.1	-11	0.1	0	-1	1	5	-0.5	-5	15
12	Cc1nn(C)cc1C(C(=O)NC1CCCCC1)N(C(=O)Cc1cccs1)c1ccc(Cl)cc1 (stereo not drawn)	-0.3	0	0.2	-1	4	0	-10	-1.5	-3	2
13	COC(=O)/C(C#N)=C/c1c(N2CCN(C)CC2)nc2ccccn2c1=O	-1.6	-9	1.7	-2	3	-33	6	-0.1	-4	1
14	CCc1ccc(-n2cnc3cc(C(=O)NCC(OC)OC)ccc32)cc1	-0.4	2	0.7	3	-10	1	-4	-2.5	2	0
15	CN1C(=S)SC(C)(C)C1(C)NO (stereo not drawn)	-0.9	-9	-1.0	-7	-6	-2	0	-1.8	-6	6
16	CSCCC(NC(=O)COc1ccccc1)C(=O)N1CCCCC1 (stereo not drawn)	-0.4	-5	-0.1	2	-6	-2	1	-2.7	9	0
17	Cc1cc(=O)[nH]c(N/N=C/c2cccc(Br)c2)n1	-0.1	-2	2.1	1	-9	-51	1	-0.4	-7	-1
18	CC1(C(=O)NS(=O)(=O)c2cccc(OC(F)F)c2)CCN1C(=O)CCc1cccs1 (stereo not drawn)	-0.1	-2	-0.4	2	·	3	-1	-1.4	3	2
19	COc1ccc(NC(=O)CN(C)CC(=O)Nc2ccc(Cl)cc2[N+](=O)[O-])cc1	-1.5	-3	0.0	-1	0	-27	4	0.0	5	-7
20	COc1cccc(NC(=O)CCC2CCN(Cc3nccs3)CC2)c1	-0.1	-2	-0.6	2	-6	-3	-4	-0.4	10	0
21	Cc1csc(/N=C/c2ccc([N+](=O)[O-])cc2)n1	-0.3	-1	0.2	-1	1	-10	6	0.5	8	-19
22	NNC(=O)c1oc2nc(-c3ccccc3)cc(-c3ccccc3)c2c1N	-0.3	-1	0.7	2	-12	-27	-13	2.8	1	-14
23	Nn1c(Cc2ccc(F)cc2)n[nH]c1=S	-1.0	-6	-1.1	2	8	-6	-4	-0.3	-8	1
24	CN(C)S(=O)(=O)c1ccc(N2CCCC2)c(C(=O)Nc2ccccc2)c1	-0.5	-2	2.2	2	-4	-5	-3	1.2	5	3
25	CCn1c(SCC(=O)N/N=C/C=C/c2ccccc2[N+](=O)[O-])nnc1-c1ccccc1	0.3	-3	2.1	-2	-5	-20	6	-2.0	-1	-2
26	CCOC(=O)C1=C(C)N(C)C(=O)NC1c1cc2c(cc1[N+](=O)[O-])OCO2 (stereo not drawn)	0.4	-4	2.5	3	-6	-2	12	6.0	2	41
27	O=C(COc1ccccc1-c1ccccc1)c1ccccc1	-0.4	-6	-0.5	-2	-37	-1	-3	0.5	6	-1
28	N#CCSc1nnc(Cc2ccc3c(c2)OCO3)o1	-0.6	-2	0.6	-3	-2	-3	-8	-1.4	19	-1
29	Cc1ccc(S(=O)(=O)N(C)C)cc1NC(=O)COC(=O)CC1CCCC1	-0.4	-8	1.0	-1	1	0	2	-0.6	-2	-1
30	CC(CCC(=O)O)(c1ccc(O)cc1)c1ccc(O)cc1	0.3	-3	0.0	0	-3	0	1	0.4	-3	0
31	OCc1ccccc1OCCCOc1cccc2cccnc12	0.1	-2	-1.4	0	-10	-9	-4	0.4	33*	-7
32	Cc1ccc(N2CC(C(=O)Nc3nnc(SCCN4CCOCC4)s3)CC2=O)cc1C (stereo not drawn)	-0.7	-10	-0.4	-1	-5	2	7	0.1	-17	2
33	COc1ccc(-c2oc3ncn4nc(COc5ccccc5)nc4c3c2-c2ccc(OC)cc2)cc1	-1.0	-12	-0.7	4	-5	13	8	1.2	-4	2
34	CCCn1cnc2cc(NCc3cccs3)ccc21	-0.7	-4	-0.8	1	-4	-3	-6	-1.3	-21	-1
35	O=C(O)CN1CCNCCN(CC(=O)O)CCNCC1	-0.4	-2	-1.0	-1	-2	59*	-7	-4.2	9	9
36	COc1cccc(Nc2ncnc3onc(-c4ccccc4OC)c23)c1	-0.1	-2	0.8	0	-4	7	-8	-0.7	-3	6
37	CCOC(=O)c1nc(C)n(-c2ccc([N+](=O)[O-])cc2)n1	-0.5	-3	1.3	0	-5	-23	-8	-0.2	5	0
38	CCCCC(C(=O)NC1CCCC1)N(C(=O)c1snc(C(N)=O)c1N)c1ccc(C)cc1 (stereo not drawn)	-0.7	-9	-1.8	-1	-4	-5	3	0.3	4	1
39	CCOC(=O)/C(C#N)=C1\C=CN(C)C(C)=N1	-0.3	-13	6.0*	-6	-7	-1	-3	0.4	0	0
40	Cc1nc(SCC(=O)NCCc2ccccc2)nc(C)c1C	-0.9	-6	0.4	7	3	1	4	-0.5	18	-1
41	CC(C)Nc1nc(-c2ccccn2)nc(-c2ccccc2)c1C#N	-0.8	-3	0.0	4	-3	0	0	-1.2	2	0
42	CC(=O)c1cccc(N(CC(=O)Nc2ccc(S(=O)(=O)N3CCCC3)cc2)S(C)(=O)=O)c1	-0.2	-3	-0.4	-1	-5	3	-1	-1.0	-31	0
43	CCN(CC)S(=O)(=O)c1ccc(O)c(NC(=O)CN2CCc3ccccc3C2)c1	0.5	-1	-1.2	5	-4	1	0	0.5	-8	0
44	Cc1ccc(S(=O)(=O)N2CCCCC2)cc1NC(=O)COC(=O)c1ccccc1F	0.0	-2	0.4	1	-2	-1	-3	0.8	20	-4
45	N#CCCn1cc(C(=O)Nc2ccccc2Br)c(-c2cccs2)n1	-0.3	-3	0.1	2	-7	1	4	-0.4	1	1
46	CCOc1ccc(S(=O)(=O)N(CC(=O)N2CCC(C(N)=O)CC2)c2ccc(F)cc2)cc1	-0.8	-9	-0.1	-2	2	-2	4	0.6	9	12
47	CN(C)S(=O)(=O)N1CCC(n2nccc2NC(=O)CCCc2ccccc2)CC1	-0.1	-4	-0.3	2	-3	-5	-5	-1.2	-3	1
48	CC1CCN(C(=O)c2cc(-c3ccc4c(c3)OCO4)on2)CC1	-0.3	-1	-1.3	-1	-4	8	-13	-0.9	8	0
49	CC(=O)c1cccc(NC(=O)c2cccc(S(=O)(=O)N(C)C)c2)c1	-1.6	-10	0.1	-1	-9	0	4	-1.7	-6	-2
50	O=C(C[C@H]1C/C=C\CC[C@H](Cc2ccc(F)cc2)C(=O)O[C@@H](c2ccccc2)CNC1=O)N[C@@H](CO)Cc1ccccc1	-0.1	0	0.6	2	-8	7	-6	0.9	-47	-13

A second format for part of the listing above:
42. CC(=O)c1cccc(N(CC(=O)Nc2ccc(S(=O)(=O)N3CCCC3)cc2)S(C)(=O)=O)c1
  TbMetRS inhib: -0.2	bovine MsrA act: -3	MsrA inh: -0.4	STEP block: -1	Scp1 inh: -5	SUMO1-SIM PPI: 3	eLon inh: -1	LMPTP inh: -1.0	CendR NRP1 mod: -31	DNMT1 inh: 0
43. CCN(CC)S(=O)(=O)c1ccc(O)c(NC(=O)CN2CCc3ccccc3C2)c1
  TbMetRS inhib: 0.5	bovine MsrA act: -1	MsrA inh: -1.2	STEP block: 5	Scp1 inh: -4	SUMO1-SIM PPI: 1	eLon inh: 0	LMPTP inh: 0.5	CendR NRP1 mod: -8	DNMT1 inh: 0

Next compounds:
no.	SMILES	TbMetRS inhib	bovine MsrA act	MsrA inh	STEP block	Scp1 inh	SUMO1-SIM PPI	eLon inh	LMPTP inh	CendR NRP1 mod	DNMT1 inh
51	CC(C)c1ccc(S(=O)(=O)Nc2ccc(SC(F)F)cc2)cc1	0.1	1	0.3	-3	-19	3	-4	2.6	-8	-1
52	CC(=O)NCC(=O)OCC(=O)Nc1nc(-c2ccccc2)cs1	-0.9	-4	1.3	0	-5	-3	2	-0.3	-3	1
53	O=C(Nc1ccccc1-c1nnc(SCc2ccc(Cl)cc2)o1)c1ccccc1	-0.2	0	-0.1	4	-17	-1	13	3.2	-31	4
54	O=C(Nc1cccc(Cl)c1N1CCOCC1)c1cc([N+](=O)[O-])ccc1N1CCOCC1	-0.6	-3	-0.1	0	-11	-17	-5	2.0	4	-2
